Assay outcomes as filed in PubChem BioAssay.
ERAP1 inh: inhibitors of human ERAP1 aminopeptidase; recombinant ERAP1, Leu-AMC fluorescence, 60 min; Q9NZ08; 340,000 compounds, 0.15% hits; inhibition, % at 10.7 µM;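 active means mean replicate inhibition of at least 30%, or all replicates individually reaching that 30% level; inactive means mean below 30% and not every replicate reaching it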;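 further: 0% = neutral control wells and 100% = L-leucinethiol positive control wells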
RAD52 inh: blocks human RAD52 DNA annealing; P43351; inhibition, % at 18.7 µM; recombinant RAD52 DNA annealing, FRET fluorescence; 360,000 compounds, 0.46% hits;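 active means every replicate showing at least 50% inhibition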
Target sequence (P43351 whole entry, looked up): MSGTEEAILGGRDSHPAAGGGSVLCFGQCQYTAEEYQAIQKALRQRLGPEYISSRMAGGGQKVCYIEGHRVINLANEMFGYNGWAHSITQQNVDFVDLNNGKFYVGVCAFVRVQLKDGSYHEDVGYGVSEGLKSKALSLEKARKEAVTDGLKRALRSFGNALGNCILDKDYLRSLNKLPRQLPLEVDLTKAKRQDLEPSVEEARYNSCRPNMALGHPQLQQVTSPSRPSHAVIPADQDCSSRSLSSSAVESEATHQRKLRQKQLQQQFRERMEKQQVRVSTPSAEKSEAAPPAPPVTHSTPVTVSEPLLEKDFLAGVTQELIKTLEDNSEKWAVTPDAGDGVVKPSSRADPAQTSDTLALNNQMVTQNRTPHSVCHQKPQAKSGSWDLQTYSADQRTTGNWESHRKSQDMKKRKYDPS
RAD54 branch: blocks human RAD54 Holliday junction branch migration; inhibition, % at 10.4 µM; FAM/BHQ fluorescence; 360,000 compounds, 0.14% hits; Q92698;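 active means mean normalized replicate activity at least 40 and at least half of replicates scoring 40 or more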;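 further: 0% = median of neutral control wells and 100% = median of positive control wells; inhibitors cause a drop in the FAM fluorescence signal; in these data hits start at about 50%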
esBAF inh: blocks esBAF chromatin remodeling in mouse ES cells. AID 602393. reporter increase, % at 12.5 µM. 350,000 compounds, 2% hits. Bmi1-luciferase knock-in reporter, 24 h; 100% = twice the neutral-well signal; in the data active means activation above about 40%;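 further: 0% = median of the plate's neutral control wells and 100% = double that signal; a rise in the Bmi1 reporter signal indicates esBAF inhibition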
ERp5 block: inhibitors of human ERp5 | Q15084 | ERp5 insulin aggregation, absorbance 650 nm, 90 min | inhibition, % at 9.99 µM | 350,000 compounds, 0.05% hits;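 active means mean replicate inhibition above about 25%, with every replicate also reaching it, limit read from the data, passing the limit was not always enough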
Target sequence (Q15084 whole entry, looked up): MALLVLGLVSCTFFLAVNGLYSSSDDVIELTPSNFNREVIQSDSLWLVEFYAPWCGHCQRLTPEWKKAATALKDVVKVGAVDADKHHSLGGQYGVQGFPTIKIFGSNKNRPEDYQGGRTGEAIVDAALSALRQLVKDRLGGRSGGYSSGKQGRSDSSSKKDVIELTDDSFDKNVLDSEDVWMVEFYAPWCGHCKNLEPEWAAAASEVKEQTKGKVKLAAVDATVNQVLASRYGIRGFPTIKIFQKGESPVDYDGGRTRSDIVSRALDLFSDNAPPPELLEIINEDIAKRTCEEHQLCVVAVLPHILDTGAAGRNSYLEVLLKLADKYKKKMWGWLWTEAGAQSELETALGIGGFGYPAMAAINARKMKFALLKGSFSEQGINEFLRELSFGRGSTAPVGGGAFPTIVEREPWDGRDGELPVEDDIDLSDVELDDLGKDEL
E-sel inducer: E-selectin induction on HUVECs; P16581; HUVEC E-selectin immunofluorescence imaging; normalized: neutral wells 0, TNF-alpha wells 100; activation, % at 7.58 µM; 260,000 compounds, 0.37% hits; AID 686992;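 active means mean E-selectin-positive cell signal at least 10% of the positive control, reached in at least 60% of replicates, without over 20% cell loss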;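 further: in these data hits start at about 27%; measured in HUVEC primary endothelial cells; signal is the percent of cells scored E-selectin positive by PE staining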
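Material: HUVEC primary endothelial cells; Amount: 3,000 cells per well; Dosing: single concentration; Medium: EGM-2 growth medium on 0.1% gelatin-coated wells; Read-out basis: percent E-selectin-positive cells; Signal: immunofluorescence imaging; Control set: TNF-alpha, DMSO.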
XiGFP reactiv: X-chromosome reactivation activator; XiGFP mouse fibroblasts, % GFP-positive cells imaging, 3 d; cells co-treated with 5-aza-dC sensitizer; scaled so ellipticine positive control = 100%; activation, % at 7.58 µM; 360,000 compounds, 0.055% hits;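 active means mean normalized replicate activation at least 10% and every replicate at or above 10%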;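 further: 0% = median of on-plate neutral control wells and 100% = ellipticine 6 µM median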
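System: XiGFP fibroblasts, SV40-immortalized. Medium: DMEM plus 5-aza-dC sensitizer. Doses: single point. Timing: 3 d treatment, 15 min room-temperature fixation. Control set: ellipticine 6 µM.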
S100A4 MyoIIA: inhibitors of human S100A4 binding to myosin IIA peptide; AID 652163; inhibition, % at 10.7 µM; P26447; 360,000 compounds, 0.14% hits; S100A4/TAMRA-MyoIIA peptide fluorescence polarization;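 active means mean inhibition of at least 70% across replicates, with every replicate also reaching that level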
Target sequence (P26447 whole entry, looked up): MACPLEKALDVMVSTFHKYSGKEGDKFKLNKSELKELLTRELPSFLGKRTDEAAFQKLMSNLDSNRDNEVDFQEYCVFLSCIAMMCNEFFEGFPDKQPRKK
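assay system = human S100A4 monomer with TAMRA-labelled myosin IIA peptide | also added = labelled myosin peptide probe, 5 nM | incubation = 5 min between mix addition and reading | control set = DMSO and TFP controls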
* = called active by the depositor; nt = no result given; & = joins results of further samples.

Each structure is followed by: ERAP1 inh	RAD52 inh	RAD54 branch	esBAF inh	ERp5 block	E-sel inducer	XiGFP reactiv	S100A4 MyoIIA
1	Cc1cccc(-n2cnc(C(=O)NNC(=S)Nc3ccccc3)c2)n1
    0.0	-21.7	nt	nt	0.0	-0.3	0.0	0.1
2	COc1ccc(CCNC(=S)NC(=O)c2ccccc2)cc1C
    1.4	-6.1	-36.7	8.3	4.0	0.3	0.0	-0.8
3	COc1cc(NC(=O)CSCc2ccc(Cl)cc2)c(C(=O)O)cc1OC
    -2.9	-0.8	-0.2	1.5	-2.2	nt	0.0	1.7
4	COC(=O)CN1C(=S)N(C)C(=O)/C1=C/c1cccs1
    -1.0	-17.4	nt	nt	0.2	nt	0.1	3.3
5	CCN(CC)S(=O)(=O)c1ccc(C)c(NC(=S)NC2CCCCC2)c1
    2.9	-3.9	nt	nt	3.0	-0.2	-0.1	-4.4
6	O=C(C[C@@H]1C[C@@H]2c3cc(NC(=O)NC4CCCC4)ccc3O[C@@H]2[C@@H](CO)O1)NCCN1CCCCC1
    -1.4	9.2	-2.9	5.9	-2.0	0.0	0.1	6.5
7	CCN1CCN(C(=O)C2CCN(S(=O)(=O)c3ccc(Br)cc3)CC2)CC1
    0.2	-5.2	4.1	-1.1	4.9	-0.5	-0.1	-1.9
8	Cc1ccc2nc(NCc3ccc(F)cc3)c3nncn3c2c1
    0.3	-28.8	-8.8	14.6	-1.2	-0.2	0.3	2.5
9	CCc1nc(N2CCN(C(C)=O)CC2)c2c3c(sc2n1)CCCC3
    -0.8	6.2	3.7	-4.6	-0.6	nt	0.0	-0.3
10	Cc1oc(-c2cccc3ccccc23)nc1CN1CCC[C@H]1CO
    5.6	-5.2	nt	nt	-1.1	1.3	-0.7	-0.7
11	COc1ccc(NC(=O)Nc2cccc3c2O[C@H](CN(C)Cc2ccc(-c4ccccc4)cc2)[C@H](C)CN([C@@H](C)CO)C3=O)cc1
    -0.2	-15.7	-3.8	4.6	-0.9	0.7	-0.7	8.6
12	COc1ccc(C(=O)NCCCN2CCOCC2)cc1S(=O)(=O)N1CCCc2ccccc21
    1.0	-23.3	-7.9	-0.3	0.9	2.7	0.0	-2.7
13	COc1cc2c(cc1OC)CN(Cc1cc(=O)oc3c(C)c(C)ccc13)CC2
    6.6	-24.4	nt	nt	3.2	-0.1	0.2	-4.1
14	CC(=O)c1ccc(N2CCN(C(=O)c3ccc4c(c3)OCO4)CC2)cc1
    1.6	-13.0	0.8	nt	-10.0	10.0	0.0	-2.2
15	O=C(NCc1ccc2c(c1)OCO2)c1cc2c(s1)CSC2
    1.2	-9.1	0.4	0.1	-0.3	nt	0.0	0.3
16	O=C(CCc1c[nH]c2ccccc12)N1CCN(S(=O)(=O)c2ccc(F)cc2)CC1
    0.8	-5.5	-3.1	-0.4	-1.8	0.3	0.0	17.0
17	CC(C(=O)N1CCCc2ccccc21)N1CCN(c2ccccn2)CC1 (configuration not stated)
    nt	-2.9	1.2	5.7	4.8	-0.1	0.3	-4.6
18	Cc1ccc(S(=O)(=O)N2CCC[C@H]2C(=O)NCc2ccccc2Cl)cc1
    0.8	-6.8	6.8	-3.0	-5.6	0.0	0.1	2.6
19	COC(=O)c1cc2c(c3c4ccccc4n(S(=O)(=O)c4ccc(OC)cc4)c13)C(=O)N(Cc1ccc(N(C)C)cc1)C2
    -1.6	-7.6	nt	nt	-2.4	0.0	-0.1	-2.9
20	O=C(Nc1ccccc1F)N1CC(=O)N2[C@H](CO)[C@@H](c3ccc(-c4cccnc4)cc3)[C@@H]2C1
    1.1	-2.8	nt	nt	-0.1	0.1	0.0	-2.3
21	CC(C)(O)C(=O)N/N=C\c1ccc(OC/C=C/c2ccccc2)cc1
    1.0	0.5	-11.2	29.3	3.9	0.9	0.0	-2.1
22	COc1cc(C(=O)NCCc2nc3ccccc3n2C)cc(OC)c1OC
    0.9	-5.7	-0.9	-4.9	-5.1	nt	nt	-7.1
23	Clc1ccc(-c2c[n+](Cc3cccc(Cl)c3)c3n2CCC3)cc1
    -1.7	2.5	nt	nt	-3.2	nt	-0.1	4.3
24	Cc1cccc(C)c1NC(=O)CNC(=O)Cn1nc(C)c(C)c(C#N)c1=O
    4.8	2.9	nt	nt	-2.9	nt	0.0	-2.5
25	COc1ccc(/C=C/C(=O)c2ccc(C(=O)/C=C/c3ccc(OC)c(OC)c3)cc2)cc1OC
    -3.3	-122.3	-1.2	8.2	0.5	nt	0.3	-3.1
26	Cc1c(NC(=O)COC(=O)c2ccc(Cl)nc2)c(=O)n(-c2ccccc2)n1C
    1.9	-11.8	8.0	-0.6	4.3	0.3	0.0	-2.1
27	Cc1cccc(C(=O)N2CCC(c3nc4ccccc4s3)CC2)c1
    -3.7	-2.2	nt	nt	-3.5	-0.1	0.1	0.6
28	O=C(O)C1CCc2nc(NCc3ccccc3)nc(NCc3ccccc3)c2C1 (configuration not stated)
    -0.1	-7.3	-11.3	nt	-0.4	-0.1	0.0	-1.2
29	C[C@H](CCC(=O)O)[C@H]1CC[C@H]2[C@@H]3[C@H](O)C[C@@H]4C[C@H](O)CC[C@]4(C)[C@H]3C[C@H](O)[C@]12C
    1.4&4.8&3.4	6.1&7.0&-5.9	-17.3&-7.5&6.0	5.1&3.1&0.4	2.2&-1.2&6.4	-0.4&-0.2	0.0&-0.1	-4.5&3.2&1.3
30	COCCNS(=O)(=O)c1cccc2cccnc12
    nt	-9.3	-6.9	-2.0	3.2	nt	0.0	0.0
31	Cc1ccccc1-c1nc2c(s1)CCc1onc(-c3ccc(Cl)cc3)c1-2
    -2.2	-9.8	0.0	-4.2	3.5	-0.1	0.0	-0.8
32	NS(=O)(=O)c1ccc(CCNC(=O)COC(=O)CCc2c[nH]c3ccccc23)cc1
    -1.6	-10.0	-5.7	-2.5	0.0	0.2	0.1	8.3
33	Cc1cc2nc(C3CCCCC3)c(Cc3ccccc3C(F)(F)F)n2c(C)c1Br
    -3.4	-7.0	nt	nt	4.8	0.0	0.3	1.7
34	CCC(C)(C)NC(=O)C(c1ccccn1)N(C(=O)c1csnn1)c1ccc(C)c(C)c1 (configuration not stated)
    4.3	-0.7	nt	nt	-4.3	nt	0.0	8.3
35	COCCCn1c(SCC(=O)NC2CCCC2)nnc1-c1ccccc1
    1.3	-8.8	10.6	-1.4	2.9	-0.1	0.4	0.6
36	Cc1c(C(=O)N/N=C/C(C)C)[nH]c2ccc([N+](=O)[O-])cc12
    2.3	-6.9	nt	nt	2.4	nt	0.0	-2.5
37	CCN1CCCC1CNCC(O)COc1ccc(C(C)(C)C)cc1C (configuration not stated)
    5.5	10.2	nt	nt	-2.6	1.5	0.0	-3.1
38	O=Cc1ccc(-c2cccc([N+](=O)[O-])c2)o1
    -6.2	-11.6	nt	nt	-0.1	nt	0.0	5.4
39	O=C(NNC(=O)C1CCCO1)c1ccc([N+](=O)[O-])cc1 (configuration not stated)
    -0.6	-0.5	-6.4	-2.0	-2.5	nt	0.1	-1.9
40	COCC#Cc1ccc2c(c1)O[C@H](CN(C)S(=O)(=O)c1cccc(F)c1)[C@@H](C)CN([C@@H](C)CO)S2(=O)=O
    -3.0	-26.2	0.2	9.9	-2.7	-0.2	0.2	0.2
41	O=C(Nc1ccc(C(=O)N2CCCC2)cc1)c1cc(F)c(F)cc1Cl
    -0.4	0.5	6.0	10.5	-2.4	0.1	0.0	-0.3
42	COc1cccc(NC(=O)CN(C)CC(=O)Nc2ccc(C)cc2Cl)c1
    -4.6	-5.7	-24.4	-4.9	1.1	1.7	0.1	0.0
43	COc1cccc(CNC(=O)c2cccc(S(=O)(=O)N3CCN(Cc4ccccc4)CC3)c2)c1
    -1.3	-13.2	-6.9	4.0	7.2	-0.1	0.0	4.0
44	CC(=O)N1CCCCN2[C@@H](CO)[C@@H](c3ccc(C#Cc4ccccc4F)cc3)[C@@H]2C1
    1.2	7.6	11.4	nt	0.2	1.0	0.0	5.0
45	CCOc1ccc(S(=O)(=O)N2CCN(C(=O)c3oc4ccc(OC)cc4c3C)CC2)cc1
    -1.3	-1.0	-6.0	-1.1	-4.7	-0.3	0.0	7.7
46	Cc1noc(C)c1S(=O)(=O)Nc1ccc2c(c1)CC(=O)N([C@H](C)CO)C[C@@H](C)[C@H](CN(C)S(C)(=O)=O)O2
    nt	nt	0.7	0.9	nt	0.2	0.1	nt
47	CCC(=O)Nc1cccc(C(=O)OC)c1
    -2.8	-11.1	-19.6	nt	0.0	1.1	0.2	0.5
48	CC(=O)N(C)C[C@@H]1Oc2cc(-c3ccccc3F)ccc2S(=O)(=O)N([C@@H](C)CO)C[C@@H]1C
    0.1	1.2	7.3	5.3	-2.2	-0.1	-0.3	4.3
49	Cc1ccc(-c2csc3ncnc(NCCC(=O)O)c23)cc1C
    2.4	-16.8	-3.9	-4.7	6.9	0.5	0.0	-5.8
50	O=C(COC(=O)Cc1c(F)cccc1Cl)NC(=O)Nc1ccccc1F
    -0.6	-8.5	3.6	2.9	-2.5	nt	0.0	1.2
51	COc1cc(CCC(=O)OCC(=O)Nc2c(C)cccc2C(C)C)cc(OC)c1OC
    -1.7	-20.9	nt	nt	-5.6	0.2	-0.1	3.5
52	O=C(N/N=C\c1ccc(Br)o1)C1COc2ccccc2O1 (configuration not stated)
    8.1	-18.3	nt	nt	-8.1	nt	0.1	-7.8
53	CCN(CCn1cccn1)C(=O)C1CCC(=O)N(CC2CCCCC2)C1 (configuration not stated)
    1.7	-4.1	-6.4	0.5	0.6	nt	0.0	-3.8
54	CC(C)c1cn(CC[C@@H]2CC[C@@H](NC(=O)c3cccc(F)c3)[C@@H](CO)O2)nn1
    -0.5	-0.1	2.6	-2.1	2.1	-1.0	0.5	-6.0
55	CN(C)S(=O)(=O)c1cc(S(=O)(=O)N(C)C)c(Cl)cc1N
    0.1	-10.3	3.2	-0.8	2.2	nt	nt	9.7
56	C[C@@H]1CN([C@@H](C)CO)S(=O)(=O)c2ccc(C#C[C@@H](C)O)cc2O[C@@H]1CN(C)C(=O)CC1CC1
    2.9	12.3	-13.1	-1.8	-0.9	0.1	-0.4	25.5
57	CCC(=O)N(C)C[C@@H]1Oc2cc(-c3ccc(C#N)cc3)ccc2S(=O)(=O)N([C@@H](C)CO)C[C@H]1C
    1.3	1.5	-5.8	7.2	18.3	-0.3	-0.2	20.9
58	COc1ccccc1NC(=O)N[C@@H]1CC[C@H](CC(=O)N2CCC(Cc3ccccc3)CC2)O[C@@H]1CO
    1.0	-6.8	-10.1	8.9	-4.1	-0.3	0.0	0.4
59	Cc1ccc(C)c(N2CCN(CC(=O)Nc3ccc4[nH]c(=O)[nH]c4c3)CC2)c1
    -0.5	-5.6	7.6	-3.5	-2.5	nt	0.0	-4.0
60	COc1ccc(CNC(=O)c2cc3cccc(OC)c3oc2=N)cc1
    -0.8	-5.8	-6.9	8.6	1.5	-0.1	0.0	12.1
61	CCCN1[C@@H]2c3ccc(C4=CCCCC4)c(=O)n3C[C@H]1[C@H](CO)[C@H]2C(=O)NCC
    0.8	-2.8	-1.0	-0.3	-0.4	0.3	0.0	4.8

Rewritten in markdown: two of the compounds above
| nr | SMILES | ERAP1 inh | RAD52 inh | RAD54 branch | esBAF inh | ERp5 block | E-sel inducer | XiGFP reactiv | S100A4 MyoIIA |
| --- | --- | --- | --- | --- | --- | --- | --- | --- | --- |
| 2 | COc1ccc(CCNC(=S)NC(=O)c2ccccc2)cc1C | 1.4 | -6.1 | -36.7 | 8.3 | 4.0 | 0.3 | 0.0 | -0.8 |
| 12 | COc1ccc(C(=O)NCCCN2CCOCC2)cc1S(=O)(=O)N1CCCc2ccccc21 | 1.0 | -23.3 | -7.9 | -0.3 | 0.9 | 2.7 | 0.0 | -2.7 |
